# Screens: PubChem BioAssay, several laboratories
# RGS4 act: RGS4 potentiators or activators, primary screen, cell-based, HEK293 M3R inducible RGS4, calcium flux; carbachol calcium flux Fluo4; stronger effect = lower value; B-score at 10 µM; actives 0.92% (n = 310,000);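 active = B-score of the integrated calcium signal more than 4 SD below the library mean, with starting fluorescence not abnormally high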;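 note: negative B-score means reduced calcium response which marks RGS4 activation or potentiation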
#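 Assay system: HEK293 FlpIn-TREx cells, stable M3R, doxycycline-inducible RGS4 / Probe or stimulus: carbachol, ECmax concentration / Times: overnight RGS4 induction, 30 min dye load 37 °C, 20 min compound RT / Signal: kinetic calcium fluorescence imaging with Fluo4-AM dye, 2 µM / Measure: Agonist-evoked peak-minus-minimum fluorescence over baseline, integrated ratio, B score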
# KCNQ1 inh: inhibitors of human KCNQ1 channel, primary screen, cell-based, thallium flux, high-throughput; B-score at 10 µM; actives 1.3% (n = 310,000); CHO-K1 KCNQ1, FluxOR thallium flux fluorescence; stronger effect = higher value; Potassium voltage-gated channel subfamily KQT member 1 (Homo sapiens), P51787;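 active = compounds whose thallium flux B-score, printed positive for inhibition, exceeds three library SD while starting fluorescence stays within three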;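 note: channel opened by potassium depolarization with thallium stimulus after 20 min compound exposure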
# Target sequence (P51787 whole entry, looked up): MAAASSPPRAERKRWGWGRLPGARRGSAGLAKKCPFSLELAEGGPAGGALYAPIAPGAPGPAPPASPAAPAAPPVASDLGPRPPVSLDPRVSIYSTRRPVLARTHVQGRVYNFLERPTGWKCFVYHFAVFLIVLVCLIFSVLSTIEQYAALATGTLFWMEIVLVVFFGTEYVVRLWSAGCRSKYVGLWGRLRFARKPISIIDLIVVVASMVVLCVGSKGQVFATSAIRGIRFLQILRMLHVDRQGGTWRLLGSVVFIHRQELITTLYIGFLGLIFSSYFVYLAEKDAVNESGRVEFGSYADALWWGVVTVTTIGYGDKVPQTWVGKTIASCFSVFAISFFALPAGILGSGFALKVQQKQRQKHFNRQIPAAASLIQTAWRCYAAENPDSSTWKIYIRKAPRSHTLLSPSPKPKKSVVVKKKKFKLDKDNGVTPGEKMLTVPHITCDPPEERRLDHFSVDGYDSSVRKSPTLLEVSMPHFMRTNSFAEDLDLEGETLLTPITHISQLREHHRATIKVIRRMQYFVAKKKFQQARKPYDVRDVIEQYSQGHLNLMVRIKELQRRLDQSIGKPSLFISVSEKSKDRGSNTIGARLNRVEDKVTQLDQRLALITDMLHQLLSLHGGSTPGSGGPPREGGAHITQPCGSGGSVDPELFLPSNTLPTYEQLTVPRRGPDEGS
# KCNK3 block: human KCNK3 channel inhibitors, primary screen, CHO cells, FluxOR thallium flux, B-score. actives 0.84% (n = 340,000). FluxOR fluorescence; stronger effect = lower value. Potassium channel subfamily K member 3 (Homo sapiens), O14649. B-score at 10 µM;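 active = B-score under library mean minus 4 SD, starting fluorescence ratio at most library mean plus 5 SD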;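 note: more negative B-score means stronger inhibition of thallium flux through KCNK3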
# HDAC3 inh: HDAC3 deacetylase inhibitors, primary screen, biochemical, fluorescence, cell-free homogeneous; Histone deacetylase 3 (Homo sapiens), O15379; recombinant HDAC3, fluorogenic peptide/trypsin coupled; inhibition, % at 8.3 µM; actives 0.15% (n = 320,000); in the data active = inhibition above about 26%, passing the limit was not always enough
# ANO1 activ: TMEM16A chloride channel activators or potentiators, primary screen, cell-based, HTS. B-score at 10 µM. Anoctamin-1 (Mus musculus), Q8BHY3. actives 0.3% (n = 340,000). AID 623877, 2012. HEK293 TMEM16A/YFP-H148Q/I152L, iodide quench fluorescence; stronger effect = lower value;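 active = fluorescence-ratio B-score plate-corrected deviation score at least 3 library SD below zero, with starting fluorescence score within 5 deviations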;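 note: channel opened by trigger with iodide after compound preincubation; score built on the fluorescence ratio of max minus min over baseline; more negative score means more quench and so TMEM16A activation or potentiation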
# KCNK9 block: KCNK9 potassium channel inhibitors, primary screen, HEK293 cells, thallium flux | Potassium channel subfamily K member 9 (Homo sapiens), Q9NPC2 | FluxOR thallium flux fluorescence; stronger effect = lower value | B-score at 10 µM | actives 1.2% (n = 310,000);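 active = ratio B-score over 3 SD below the library mean, with starting fluorescence within 5 SD of its mean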;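 note: negative B-score means less thallium flux so channel inhibition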
# Target sequence (Q9NPC2 whole entry, looked up): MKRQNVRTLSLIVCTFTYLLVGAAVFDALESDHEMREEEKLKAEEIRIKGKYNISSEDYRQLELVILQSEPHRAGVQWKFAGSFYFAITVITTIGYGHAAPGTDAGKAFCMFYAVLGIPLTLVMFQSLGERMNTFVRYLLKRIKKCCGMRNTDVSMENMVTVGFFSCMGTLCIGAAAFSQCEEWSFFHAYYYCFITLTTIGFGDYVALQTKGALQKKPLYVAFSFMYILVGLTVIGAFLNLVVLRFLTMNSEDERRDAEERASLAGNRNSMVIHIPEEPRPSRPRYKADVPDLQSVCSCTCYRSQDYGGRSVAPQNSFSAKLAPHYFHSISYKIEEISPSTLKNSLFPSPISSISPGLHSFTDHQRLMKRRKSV
# KCNQ1 act: potentiators or activators of KCNQ1 channel, primary screen, cell-based, thallium flux, high-throughput; actives 0.35% (n = 310,000); B-score at 10 µM; AID 2648, 2010; Potassium voltage-gated channel subfamily KQT member 1 (Homo sapiens), P51787; CHO-K1 KCNQ1, thallium flux FluxOR fluorescence; stronger effect = higher value;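 active = fluorescence ratio B-score, a plate-corrected score, at least three library SD, with initial intensity B-score within 5 SD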
#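 Assay system: stable KCNQ1 CHO-K1 line; medium: assay buffer, equal DMSO in all wells; timing: 90 min dye loading and 20 min compound exposure, both at room temperature; technique: kinetic FluxOR thallium fluorescence, 10-s 1-Hz baseline, 110-s post-stimulus read; read-out basis: B score of baseline-normalized fluorescence ratio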
# hERG protect: hERG rescue from dofetilide block, primary screen, cell-based, CHO-hERG, FluxOR thallium flux, dofetilide IC70; Voltage-gated inwardly rectifying potassium channel KCNH2 (Homo sapiens), Q12809; dofetilide IC70 present; activation (rescue from dofetilide block), less the hit threshold, % at 10 µM; actives 0.51% (n = 310,000); AID 1511, 2009;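 active = activation above the mean of controls blocked by dofetilide plus 5 SD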;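 note: thallium influx through hERG after potassium depolarization seen as dye fluorescence rise; in these data hits start at about 4.7%; inactives centre near -7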
# SKKanGAS inh: S. pyogenes SKKanGAS growth inhibitors in kanamycin, primary screen, streptokinase expression inhibitor project, SKKanGAS strain, BacTiter-Glo luminescence | 6 h | inhibition, % at 7.5 µM | actives 1.3% (n = 300,000);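 active = mean replicate score, as percent of positive control median, at least 50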;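 note: strain carries kanamycin resistance gene driven by streptokinase promoter and grows in 40 µg/ml kanamycin; loss of luminescence reflects streptokinase promoter inhibition or plain growth inhibition; 0% = median of DMSO wells and 100% = positive control at its reference dose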
# TMEM16A inh: TMEM16A chloride channel inhibitors, primary screen, cell-based, HTS. normalized B-score (activity score, 25-100; higher = stronger inhibition) at 10 µM. HEK293 TMEM16A/YFP iodide influx fluorescence, ionomycin. AID 588511, 2011. Anoctamin-1 (Mus musculus), Q8BHY3. actives 1.2% (n = 310,000);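 active = ratio plate-corrected score three or more library SD toward inhibition, starting fluorescence score within five deviations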;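 note: score derived from kinetic fluorescence span divided by baseline fluorescence per well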
# RGS4 inh: RGS4 inhibitors, primary screen, cell-based, HEK293 M3R inducible RGS4, calcium flux | Fluo-4 calcium flux; stronger effect = higher value; triggered by carbachol at its EC20 | B-score at 10 µM | actives 0.45% (n = 310,000);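 active = B-score, a plate-corrected calcium signal, over three deviations above library mean, with baseline fluorescence within five deviations of library mean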;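 note: RGS4 expression induced by doxycycline in cells with stable M3 receptor; B-score is computed from the integrated fluorescence ratio over baseline after carbachol; higher B-score means a larger calcium signal and so more RGS4 inhibition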
# Numbers without * were called inactive; i = inactive; / = no result given.
SMILES,RGS4 act,KCNQ1 inh,KCNK3 block,HDAC3 inh,ANO1 activ,KCNK9 block,KCNQ1 act,hERG protect,SKKanGAS inh,TMEM16A inh,RGS4 inh
C[C@@H]1[C@H]2[C@@H](O[C@@H]3O[C@H](CO)[C@@H](O)[C@H](O)[C@H]3O)OC=C(C(=O)O)[C@H]2C[C@@H]1O,i,i,i,-5,i,i,i,-8,-2,i,i
COc1ccc(-n2c(=O)c3c4c(sc3n(CC(=O)Nc3cc(C)[nH]n3)c2=O)CCCC4)c(OC)c1,i,i,i,-2,i,i,i,-11,-4,i,i
CCn1c(SCC(=O)NCc2ccc3c(c2)OCO3)nnc1-c1ccncc1,i,i,i,/,i,i,i,1,-8,i,i
N#C/C(=C\c1ccc(O)c(Br)c1)C(=O)N1CCCCC1,i,i,i,6,i,i,i,-2,-4,i,i
CCOP(=O)(OCC)C(NC(=O)c1ccc(OC)cc1)c1ccccc1 (stereo not given),i,i,i,-2,i,i,i,-9,-2,i,i
CCN=c1scc(-c2ccc3c(c2)NC(=O)CO3)n1N=C1CCCC1,i,i,i,9,i,i,i,-16,11,100*,i
O=C(NC1CCN(Cc2ccccc2)CC1)c1ccccc1OCc1ccccc1,i,i,-10*,-2,i,i,i,-9,7,i,i
COc1ccccc1NC(=O)c1ccc(-n2cccn2)c([N+](=O)[O-])c1,i,i,i,1,i,i,i,-9,-1,i,i
CCCN1CCN(CCCNC(=O)c2ccc3c(=O)n(CCc4ccccc4)c(=O)[nH]c3c2)CC1,i,i,i,-3,i,i,i,-8,3,i,i
CC(C)(C)C(O)C(Cc1ccccc1Cl)n1cncn1 (stereo not given),i,i,i,2,i,i,i,-4,-1,i,i
CCN1CCN(c2cc(C)c3cc(NC(=S)NCCN(C)C)ccc3n2)CC1,i,i,i,7,i,i,i,-6,-1,i,i
C=CCOc1cccc(CNCc2ccncc2)c1,i,i,i,1,i,i,i,-5,-1,i,i
CCCn1ncc(CN2CCN(CCc3ccccc3)C(CCO)C2)c1C (stereo not given),i,i,i,-3,i,i,i,-8,-16,i,i
COc1ccc(CCNC(=O)C2CC(=O)N(CCc3ccccc3)C2)cc1OC (stereo not given),i,i,i,-5,i,i,i,-10,2,i,i
Cc1sc2ncnc(N3CCN(S(=O)(=O)c4ccc(F)cc4)CC3)c2c1C,i,i,-11*,1,i,i,i,-11,-2,100*,i
CCOc1ccccc1CN1CCCC(C(=O)Nc2cccc(-n3cccn3)c2)C1 (stereo not given),-7*,i,i,-1,i,i,i,-15,-8,i,i
COCCNc1nnc(Cc2ccc(Cl)cc2)c(=O)[nH]1,i,i,i,6,i,i,i,-5,2,i,i
COc1ccc(-n2nc(C(=O)NCC(=O)NCc3ccc(F)cc3)c3ccccc3c2=O)cc1OC,i,i,i,-5,i,i,i,4,-2,i,i
O=C(NNC(=S)Nc1cccc(Cl)c1)c1ccccc1,i,i,i,5,i,i,i,-14,-2,i,i
O=C(CN1CCN(c2ccccc2)CC1)Nc1ccc(-n2cnnn2)cc1,i,i,i,3,i,i,i,-5,-10,i,i
COc1ccc(OC)c2c1sc(=NC(=O)C(C)(C)C)n2C,i,i,i,-7,i,i,i,-10,5,i,i
COC(=O)c1sc(NC(C)=O)c(C(=O)OC)c1C,i,i,i,-1,i,i,i,-6,2,i,i
c1ccc(OCCN2CCN(Cc3nc(-c4ccc5c(c4)OCO5)no3)CC2)cc1,i,i,i,-8,i,i,i,-6,7,i,i
O=C(N/N=C/c1ccco1)c1cc(-c2ccncc2)nc2ccccc12,i,i,i,/,i,i,i,-7,4,/,i
CCN(CC)CCNc1nc(SC)nc2sc3c(c12)CCN(C)C3,i,i,i,-5,i,i,i,0,2,i,i
CCC(=O)c1ccc(OCC(O)CNC2CCCC2)cc1 (stereo not given),i,i,i,0,i,i,i,-6,0,i,i
CCCCN=CC1=C(O)CC(c2ccccc2)CC1=O (stereo not given),i,i,i,-5,i,i,i,-15,-1,i,i
[O-]C1=N/[N+](=C/c2ccccc2)CC1,i,i,i,5,i,i,i,-10,2,i,i
O=C(CN1CCCCC1)Nc1cccc(Cl)c1Cl,i,i,i,1,i,i,i,-9,7,i,i
COc1cccc(C(=O)NCC2CCCN2S(=O)(=O)c2ccccc2)c1 (stereo not given),i,i,i,0,i,i,i,-14,1,i,i
O=Cc1ccccc1Oc1nc(N2CCOCC2)nc(N2CCOCC2)n1,i,i,i,-3,i,i,i,-10,-1,i,i
CC1=C(C(=O)N2CCOCC2)C(c2c(F)cccc2F)NC(=O)N1 (stereo not given),i,i,i,-4,i,i,i,-3,7,i,i
CCc1ccc(N(CC(=O)NC2CCCCC2)S(=O)(=O)c2c(C)noc2C)cc1,i,i,i,3,i,i,i,-2,0,i,i
CSc1nnc2c(n1)OC(C)=Nc1ccccc1-2,i,i,i,7,i,i,i,-10,-4,i,i
O=C(NC1CCCC1)c1ccc(CS(=O)(=O)Cc2ccccc2Cl)o1,i,i,i,-5,i,i,i,-7,-1,i,i
COc1ccc(OC)c(NC(=O)CSc2nnc(CNC(=O)COc3ccc(Cl)cc3)o2)c1,i,i,i,7,i,i,i,-4,-4,i,i
O=C1NC(c2ccccc2)(C(F)(F)F)C(=O)N1Cc1cccnc1 (stereo not given),i,i,i,-1,i,i,i,1,-4,i,i
COC(=O)c1ccc(NC(=O)CNC(=O)C2CCCCC2)cc1,i,i,i,2,i,i,i,2,-2,i,i
COc1ccc(OC)c(/C=N\NC(=O)c2c(C)nc3cc(C)ccn23)c1,i,i,i,-20,i,i,i,-10,1,i,i
CNc1cc([N+](=O)[O-])ccc1N/C=C/C(=O)c1ccc2c(c1)OCO2,i,i,i,6,i,i,i,-7,4,i,i

# Taken from the results shown for reference:
SMILES,RGS4 act,KCNQ1 inh,KCNK3 block,HDAC3 inh,ANO1 activ,KCNK9 block,KCNQ1 act,hERG protect,SKKanGAS inh,TMEM16A inh,RGS4 inh
O=Cc1ccccc1Oc1nc(N2CCOCC2)nc(N2CCOCC2)n1,i,i,i,-3,i,i,i,-10,-1,i,i
CC1=C(C(=O)N2CCOCC2)C(c2c(F)cccc2F)NC(=O)N1 (stereo not given),i,i,i,-4,i,i,i,-3,7,i,i
CCc1ccc(N(CC(=O)NC2CCCCC2)S(=O)(=O)c2c(C)noc2C)cc1,i,i,i,3,i,i,i,-2,0,i,i
CSc1nnc2c(n1)OC(C)=Nc1ccccc1-2,i,i,i,7,i,i,i,-10,-4,i,i
O=C(NC1CCCC1)c1ccc(CS(=O)(=O)Cc2ccccc2Cl)o1,i,i,i,-5,i,i,i,-7,-1,i,i
COc1ccc(OC)c(NC(=O)CSc2nnc(CNC(=O)COc3ccc(Cl)cc3)o2)c1,i,i,i,7,i,i,i,-4,-4,i,i
O=C1NC(c2ccccc2)(C(F)(F)F)C(=O)N1Cc1cccnc1 (stereo not given),i,i,i,-1,i,i,i,1,-4,i,i
COC(=O)c1ccc(NC(=O)CNC(=O)C2CCCCC2)cc1,i,i,i,2,i,i,i,2,-2,i,i
COc1ccc(OC)c(/C=N\NC(=O)c2c(C)nc3cc(C)ccn23)c1,i,i,i,-20,i,i,i,-10,1,i,i
CNc1cc([N+](=O)[O-])ccc1N/C=C/C(=O)c1ccc2c(c1)OCO2,i,i,i,6,i,i,i,-7,4,i,i

# (further entries)
SMILES,RGS4 act,KCNQ1 inh,KCNK3 block,HDAC3 inh,ANO1 activ,KCNK9 block,KCNQ1 act,hERG protect,SKKanGAS inh,TMEM16A inh,RGS4 inh
CN(NC(=O)c1c(Cl)cccc1Cl)c1cccc(Cl)n1,i,i,i,5,i,i,i,-11,-1,i,i
CCOc1ccc(NC(=S)N2CCN(C/C=C/c3ccccc3)CC2)cc1,i,i,i,-3,i,i,i,-8,-1,i,i
CCc1nnc(NC(=O)c2cccc(S(=O)(=O)N3CCCCC3)c2)s1,i,i,i,-7,i,i,i,-6,6,i,i
CN(Cc1ccccc1)Cc1c(F)cccc1F,i,i,i,-1,i,i,i,-8,-3,i,i
CC1CCc2nc(N)c(C#N)c(-c3cccnc3)c2C1 (stereo not given),i,i,i,-4,i,i,i,-6,-1,i,i
Cc1ccc(S(=O)(=O)N(C)C)cc1NC(=O)C(C)N(C)Cc1sccc1C (stereo not given),i,i,i,2,i,i,i,-6,-1,i,i
CS(=O)(=O)N(CC(=O)N1CCOCC1)c1ccc2c3c(cccc13)CC2,i,i,i,-3,i,i,i,-5,-2,i,i
Cc1cccc(C)c1NC(=O)C1(NC(=O)Cn2cccc([N+](=O)[O-])c2=O)CCCCC1,i,i,i,2,i,i,i,-6,0,i,i
CCOc1ccc(S(=O)(=O)N/N=C(\C)c2ccc(OC)cc2OC)cc1,i,i,i,3,i,i,i,-7,-3,i,i
CCCn1c(SCC(=O)N2CCCCC2)nnc1C(C)C,i,i,i,-7,i,i,i,-8,-14,i,i
O=C1c2ccccc2NC(c2ccccc2)N1/N=C/c1ccccc1 (stereo not given),i,i,i,2,i,i,i,-9,2,i,i
COc1cc(OC)c(S(=O)(=O)NCc2ccco2)cc1S(=O)(=O)NCc1ccco1,i,i,i,-5,i,i,i,-7,1,i,i
COc1ccc(-c2cc(-c3cccs3)c(C#N)c(SCC(=O)NCc3ccccc3)n2)cc1,i,i,i,0,i,i,i,-8,1,i,i
